PI4K2A block – PI4K2A (human) kinase inhibition | Q9BTU6 | actives 0.13% (n = 420,000) | activity change, negative = inhibition, % at 76.9 µM | purified PI4K2A, ADP-Glo luminescence, 1 h; stronger effect = lower value; in the data active means activity change below about -50%; inconclusive means mostly about -30% to -49%;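 further: -100% = wells without enzyme as full effect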
Target sequence (Q9BTU6 whole entry, looked up): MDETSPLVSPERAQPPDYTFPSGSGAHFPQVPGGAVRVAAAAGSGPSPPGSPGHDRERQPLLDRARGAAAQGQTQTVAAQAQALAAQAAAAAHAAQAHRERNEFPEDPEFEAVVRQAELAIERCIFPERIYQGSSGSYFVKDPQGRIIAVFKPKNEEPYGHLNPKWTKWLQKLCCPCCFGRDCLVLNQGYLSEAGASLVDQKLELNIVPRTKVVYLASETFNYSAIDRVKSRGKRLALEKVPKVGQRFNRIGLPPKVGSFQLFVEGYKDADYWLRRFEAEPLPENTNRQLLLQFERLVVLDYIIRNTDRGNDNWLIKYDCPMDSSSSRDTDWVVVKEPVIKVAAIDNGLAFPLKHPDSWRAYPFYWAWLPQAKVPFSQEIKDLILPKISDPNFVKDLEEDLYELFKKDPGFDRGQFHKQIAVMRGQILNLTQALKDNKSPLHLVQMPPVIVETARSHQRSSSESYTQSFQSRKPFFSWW
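Compounds are screened against recombinant PI4K2A using PI as substrate and ATP, the latter dispensed at 300 microM. Reactions run one hour at ambient temperature before ADP-Glo detection; full inhibition defined by wells lacking enzyme.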
mIDH1 inhibitor – human IDH1 R132H inhibition; O75874; IDH1-R132H enzyme, NADPH consumption, diaphorase/resazurin fluorescence; actives 0.093% (n = 390,000); Potency, µM (highest dose often 76.6 µM), for inactives: at the top dose activity change, negative = inhibition, most hits filed as inhibitors; further: potency means the concentration at half of the fitted maximal effect; on the % scale 0 is the no-effect control and ±100 the full control effect; nearly all actives have a fitted effect of over 65% in size
Target sequence (O75874 whole entry R132H, stated change not applied): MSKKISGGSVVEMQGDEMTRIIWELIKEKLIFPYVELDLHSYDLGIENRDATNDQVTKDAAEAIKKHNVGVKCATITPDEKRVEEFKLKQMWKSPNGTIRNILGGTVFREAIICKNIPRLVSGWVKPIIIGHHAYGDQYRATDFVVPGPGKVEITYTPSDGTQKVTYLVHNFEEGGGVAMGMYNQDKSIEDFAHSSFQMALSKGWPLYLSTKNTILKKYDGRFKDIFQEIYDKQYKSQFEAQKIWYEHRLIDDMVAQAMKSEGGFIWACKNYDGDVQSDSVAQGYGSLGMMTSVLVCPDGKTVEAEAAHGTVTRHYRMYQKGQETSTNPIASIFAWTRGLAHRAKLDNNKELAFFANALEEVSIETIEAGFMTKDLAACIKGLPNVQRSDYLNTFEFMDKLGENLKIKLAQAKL
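IDH1-R132H (0.5 ug/mL) preincubated 30 min with compound, then NADPH (0.016 mM) and alpha-KG (2 mM) added; 80 min at RT, pH 7.5. Remaining NADPH coupled via diaphorase/resazurin to fluorescence (540/590 nm); concentration-response curves normalized to no-enzyme control.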
USP1 inh – blocks the human USP1/UAF1 deubiquitinase complex. recombinant USP1/UAF1, Ub-Rhodamine cleavage fluorescence. Potency, µM (doses to about 57.1 µM), for inactives: at the highest dose activity change, negative = inhibition, most hits filed as inhibitors. actives 0.23% (n = 390,000). AID 743255; further: potency means the concentration at half of the fitted maximal effect; on the % scale 0 is the no-effect control and ±100 the full control effect; nearly all actives have a fitted effect of over 60% in size; inactives centre near -12
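USP1/UAF1 complex (1 nM) preincubated 15 min at room temperature with compound, then Ub-Rho substrate (150 nM final) added. Kinetic fluorescence at 480/540 nm over 6 reads at 60 s intervals; 50 mM HEPES pH 7.8, 0.5 mM EDTA, 0.1 mg/ml BSA, 1 mM TCEP, 0.01% Tween-20.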
Vif-A3F inh – inhibitors of Vif-A3F interaction | Potency, µM (highest dose often 46.1 µM), for inactives: top-dose activity, negative = active | actives 0.2% (n = 390,000) | AID 602313 | HeLa A3F-eYFP + Vif (tagged APOBEC3F with the HIV-1 protein that degrades it), YFP fluorescence increase; further: potency means the concentration at half of the fitted maximal effect; % of control where 0% means no effect; nearly all actives have a fitted effect of over 65% in size
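Fluorescence increase (Ex 488/Em 500-530) after overnight compound treatment at 37 deg C flags inhibition of Vif-driven A3F-eYFP loss in stable HeLa A3F-eYFP/Vif cells seeded overnight beforehand.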
Vif-APOBEC3G blk – blocks the Vif interaction with human APOBEC3G | Q9HC16 | HeLa A3G-eYFP + Vif (tagged APOBEC3G with the HIV-1 protein that degrades it), YFP fluorescence, overnight | Potency, µM (series often up to 46.1 µM), without a hit: at the highest dose activity, negative = active, hits mostly inhibitors | actives 0.076% (n = 410,000) | AID 602310;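 further: potency means the concentration at half of the fitted maximal effect; on the % scale 0 is the no-effect control and ±100 the full control effect; nearly all actives have a fitted effect of over 60% in size; hits raise eYFP signal because A3G escapes Vif-driven loss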
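HeLa cells stably expressing Vif and C-terminally eYFP-tagged A3G, seeded overnight at 37 deg C, then exposed to compound by pintool overnight at 37 deg C. Rise in yellow fluorescence (Ex 488/Em 500-530, Acumen) marks blocked Vif-driven A3G degradation.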
RXFP1 ag – activates the human relaxin receptor RXFP1 | HEK293T-RXFP1 cAMP TR-FRET, 30 min; response scale: percent of porcine relaxin response, buffer zero | Potency, µM (series often up to 57.5 µM), without a hit: at the top dose activation, hits mostly activators | AID 2676 | actives 0.3% (n = 370,000); further: potency means the concentration at half of the fitted maximal effect; on the % scale 0 is the no-effect control and ±100 the full control effect; nearly all actives have a fitted effect of over 60% in size; many of its hits are not listed in these tables
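HEK293T cells stably expressing RXFP1 were pretreated with the PDE4 inhibitor Ro 20174, exposed to compounds for 30 min at 37C, lysed, and cAMP was read by TR-FRET. Data normalized to buffer (basal) and 29 nM porcine relaxin (100%).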
LDHA block – blocks human lactate dehydrogenase A. activity change, % (values are at about 110 or 230 µM). P00338. actives 0.15% (n = 480,000). purified LDHA, NADH/diaphorase-resazurin fluorescence; stronger effect = lower value; in the data active means activity change below about -30%; inconclusive means mostly about -25% to -30%;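 further: plate controls were DMSO wells for no effect and wells without enzyme for full effect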
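Resorufin fluorescence (ex540/em590), read at 0 and 20 min after diaphorase/resazurin addition, reports the NADH left after a 5 min room-temperature reaction of 2 nM human LDH5 with 0.06 mM NADH and 0.2 mM pyruvate.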
GRP78 ERSR act – inducers of ER stress response in human glioma cells | U87-MG GRP78 promoter luciferase reporter, 16 h | Potency, µM, for inactives: at the highest dose activation, actives largely listed as activators | actives 0.02% (n = 420,000) | AID 602332; further: potency means the concentration at half of the fitted maximal effect; series mostly up to about 76 µM; % of control where 0% means no effect; nearly all actives have a fitted effect of over 35% in size
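Stably transfected U87-MG human glioma cells carrying a GRP78-based luminescent sensor were seeded at 1000 cells/well, pin-dosed with compounds and incubated 16 h. Luciferase reagent was then added, and end-point luminescence was read after 10 min at room temperature.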
TrxR1 substrate – rat thioredoxin reductase 1 substrate activity; Potency, µM (titrated, usually from 114 µM), inactives show at the highest dose activity change, negative = substrate turnover; purified TrxR1 substrate turnover, NADPH consumption readout; O89049; actives 0.01% (n = 390,000); further: potency means the concentration at half of the fitted maximal effect; on the % scale 0 is the no-effect control and ±100 the full control effect; nearly all actives have a fitted effect of over 50% in size
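Rat TrxR1, dispensed at 90 nM, was prereduced with 400 uM NADPH (final) for 5 min at ~22 deg C, then incubated with compound 15 min before 400 uM selenite. A first-read NADPH fluorescence drop versus no-compound background flagged substrates.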
The depositor's hits bear a star; ? = inconclusive; · = no result given; & = joins results of further samples; [ ] = another dose, or the depositor's remark. Unless noted, the call rests on the fitted dose curve; in most records, active means well fitted curve in the direction sought with a large enough effect; inconclusive means small, poorly fitted or top-dose-only effect, or another doubt; inactive means no such curve, though single readings can be large; an effect the other way counts as inactive or inconclusive. A portion of the library (hit frequency here may not be typical).

SMILES | PI4K2A block | mIDH1 inhibitor | USP1 inh | Vif-A3F inh | Vif-APOBEC3G blk | RXFP1 ag | LDHA block | GRP78 ERSR act | TrxR1 substrate
CCOC(=O)C1(CCOc2ccccc2)CCN(Cc2cccc(O)c2)CC1 | 2 | 17% | -21% | -11% | 2% | -0.2% | -1 | -5% | 6%
Cn1c(O)c(C=NCCN2CCNCC2)c(=O)n(C)c1=O | -5 | 4% | -14% | -3% | 2% | 1.1% | -5 | -5% | -11%
Cn1c2ccccc2c2c(C(=O)N3CCC4(CC3)OCCO4)cn(C3CCCCC3)c(=O)c21 | -3 | 0% | -1% | -3% | -3% | 0.6% | 0 | -1% | 55%[activator]
Cc1nn2c(=O)cc(COC(=O)c3ccccc3NC(=O)c3cccs3)nc2s1 | -3 | -5% | -1% | 0% | -4% | ? | 0 | -2% | 5%[57.1 µM]
NS(=O)(=O)c1ccc(N2CCNCC2)cc1 | -2 | -1% | -5% | 12% | 1% | 1.4% | -9 | -5% | -18%
CCOc1ccccc1Oc1coc2cc(OC(=O)c3ccco3)ccc2c1=O | 28 | ? | -6% | -7% | -6% | -0.1% | -13 | -1% | 18%
CCn1ccnc1CN1CCCC(C(=O)c2ccc(SC)cc2)C1 (configuration not stated) | 0 | 17% | -2% | ? | 1% | 3.6% | -9 | 2% | 3%[57.1 µM]
COP(=O)(OC)C(Nc1ccccn1)c1ccccc1 (configuration not stated) | -3 | 4% | -7% | 6% | 1% | -0.3% | -6 | -4% | 0%
C[C@]12CC[C@@H](O)CC1=CCC1C2CC[C@@]2(C)C1CC[C@@H]2O (some centres not stated) | -5 | 11% | -19% | -9% | -1% | · | 0 | -4% | ·
CC(C)C1CN1CC(O)Cn1ccnc1[N+](=O)[O-] (configuration not stated) | 1 | · | · | · | 0% | · | -3 | 0% | ·
COc1ccccc1CNC(=O)CCC1N=C2c3ccccc3N=C(SCc3cccc(Cl)c3)N2C1=O (configuration not stated) | 4 | -9% | ? | -2% | -2% | 2.2% | -9 | -3% | 21%
Cc1csc(=N)n1Cc1ccccc1 | 1 | 2% | -11% | -3% | 1% | 1.7% | -10 | -5% | -9%
COC(=O)C1=C(c2cc3ccccc3s2)C[C@@H]2CC[C@H]1N2C(=O)NCCNC(C)=O | -4 | 11% | -15% | -1% | -4% | · | -1 | -2% | 2%
CC(C)N1CCC2(CC1)NC(CO)(CO)CO2 | 2 | 5% | -1% | 3% | 0% | 0.7% | -4 | -5% | 5%[57.1 µM]
COc1ccc(-c2nc(C)c(CCNC(=O)C(=O)Nc3c(C)cccc3C)s2)cc1OC | -6 | -1% | -33% | 5% | 2% | ? | 2 | 0% | 5%[57.1 µM]
C=CCSc1nnc(NC(=O)c2ccc(Cl)nc2)s1 | 1 | 33%[activator] | -6% | -5% | 0% | -3.3% | -10 | 0% | -5%
C[N+]1(C)C2CCC1CC(OC(=O)c1ccccc1)C2 (configuration not stated) | 7 | 10% | -9% | 5% | 0% | -5.0% | -23 | -4% | 2%
COc1cc([C@@H]2c3cc4c(cc3[C@H](O)[C@H]3COC(=O)[C@H]23)OCO4)cc(OC)c1OC | -2&2 | -8% | ? | -11% | -36%&-31% | -3.4% | -3&-3 | -5%&-5%&-7%&-3% | -14%&0%
Cc1cnc[nH]1 | 3 | 14% | -2% | 7% | 0% | 0.7% | 4 | -1% | 9%
C=CCNC(=O)c1c(N)n(Cc2ccco2)c2nc3ccccc3nc12 | -9 | -2% | ? | -5% | -15% | 1.7% | -1 | -5% | 115%[activator]
ClC1=C(Cl)C(Cl)=C(Cl)C1=C/C=C/c1ccccc1 | -9 | -9% | -26% | ? | ? | 0.1% | -1 | -4% | 5%[57.1 µM]
CC(=NCCCn1ccnc1)c1c(O)n(C)c(=O)n(C)c1=O | 0 | 3% | -12% | -2% | 1% | 5.0% | -2 | -4% | 2%
C=C(c1ccccc1)P(=O)(O)O | 3 | 3% | -13% | -8% | 4% | 0.6% | -4 | -5% | -9%
O=c1c2ccccc2nc(CNCc2ccco2)n1-c1ccc(F)cc1 | 1 | 0% | -15% | -6% | -3% | 1.1% | -10 | -2% | 6%[57.1 µM]
CN(C(=O)Oc1ccc(C(C)(C)C)cc1)c1ccccc1 | 4 | 10% | -8% | 2% | -4% | 3.0% | 3 | 2% | -4%[57.1 µM]
N#CC(C#N)=Cc1ccc(-c2ccccc2F)o1 | 24 | 4% | -17% | ? | -8% | 2.8% | -3 | -3% | 8%[11.4 µM]
CCCCNC(=O)/C(C#N)=c1\s/c(=C\c2ccccc2OC(F)F)c(=O)n1CCCOC | 1 | 4% | -5% | 8.9µM* | ? | -0.5% | 3 | -3% | 13%
Cc1nn(-c2ccccc2)c(Cl)c1C1C(C#N)=C(N)Oc2c1c(=O)oc1ccccc21 (configuration not stated) | -4 | -5% | -19% | -10% | -13% | 2.5% | -7 | ? | 9%[57.1 µM]
O=C(CNC(=O)c1ccc(Cl)cc1)Nc1ccc(Br)cc1C(=O)c1ccccc1 | -14 | -3% | -5% | -6% | -4% | 3.0% | -4 | 1% | 6%[57.1 µM]
O=C1CC=C2C3CC4N(CCC45c4cc(O)c(O)cc4N1C25)CC3=CCBr (configuration not stated) | -15 | 8% | ? | 10% | 1% | · | 37 | -3% | 7%[57.1 µM]
CCOC(=O)C1=C(C)OC(N)=C(C(=O)OCC)C12C(=O)Nc1ccc(Br)cc12 (configuration not stated) | -5 | 1% | -27% | -6% | -7% | -0.5% | 12 | -6% | 9%[57.1 µM]
COc1ccc2[nH]c3c(c2c1)CCNC3C (configuration not stated) | 1 | 5% | -9% | 11% | 0% | 7.9% | 0 | 1%&-6% | 8%
Cn1cccc1C1CCCN1CC(=O)Nc1ccc(C#N)c(Cl)c1 (configuration not stated) | 6 | -2% | -6% | 1% | -1% | · | -3 | -2% | -8%
COc1ccc(OCC(=O)N2CCN(C3CCC(c4ccccc4)CC3)CC2)cc1 (configuration not stated) | 1 | -14% | -6% | 2% | -3% | 4.6% | -13 | -2% | -10%
C[C@@H]1CN([C@H](C)CO)C(=O)CCCn2nncc2CO[C@H]1CN(C)C(=O)Oc1cccc2ccccc12 | -2 | 4% | -11% | 2% | 0% | · | 5 | 5% | ·
COc1cccc(-c2nn3c(=O)cc(CN4CCN(C(=O)COc5ccccc5C)CC4)nc3s2)c1 | 2 | -6% | -22% | -11% | -3% | 2.7% | -4 | 0% | 5%[57.1 µM]
COc1ccccc1-n1c(Cc2ccccc2)nc2ccccc2c1=O | -1 | 2% | -6% | 12% | -3% | 0.1% | -3 | 0% | 1%[57.1 µM]
Cc1ccc(C2CC3CCC(C2)N3Cc2ccccc2F)cc1 (configuration not stated) | 3 | -1% | -3% | 1% | -18% | -1.3% | -5 | -4% | 5%[57.1 µM]
N/C(=N\[N+](=O)[O-])NCCCC(NC(=O)CNC(=O)c1ccccc1)C(=O)O (configuration not stated) | -3 | 8% | -11% | 10% | 4% | 3.5% | -3 | 1% | 9%[57.1 µM]
C[N+]1(C)[C@@H]2CC[C@H]1CC(OC(=O)C(c1ccccc1)c1ccccc1)C2 (some centres not stated) | 0 | 0% | -11% | 4% | 0% | 3.8% | -4 | -4% | 1%
O=C(C1CC(=O)N(C2CCCCC2)C1)N1CCC2(CC1)OCCO2 (configuration not stated) | 2 | 3% | -22% | -1% | 3% | 0.3% | -1 | 2% | -2%
COc1ccc(-n2c(O)c(C=Nc3c(C)n(C)n(-c4ccccc4)c3=O)c(=O)[nH]c2=O)cc1 | -2 | 2% | -5% | 0% | 0% | 1.7% | -3 | -3% | -1%
Cc1cc(OC(=O)N(C)C)nc(SCc2c(Cl)cccc2Cl)n1 | -3 | 15% | -21% | 8% | -2% | 3.8% | 1 | -4% | 6%
Clc1ccc(CCC(Cn2ccnc2)Sc2c(Cl)cccc2Cl)cc1 (configuration not stated) | 3&2 | ? | 5% | ? | -30% | 0.0% | -7 | -1% | -8%
CN(C)C(Cc1ccccc1)C(=O)c1ccccc1 (configuration not stated) | -2 | 6% | -1% | -14% | -4% | -1.4% | -1 | 6% | -6%
C[C@]12CCC3C(CC[C@@H]4[C@H]5O[C@H]5CC[C@]34C)C1CC[C@@H]2O (some centres not stated) | -9 | 0% | ? | -1% | 1% | · | -4 | -3% | -3%
O=C(Nc1ccccc1)N(Cc1ccc2c(c1)OCO2)C1CCN(Cc2ccccc2)CC1 | 3 | 0% | -3% | 1% | 0% | 7.5% | 4 | -1% | 3%

Arranged by length of the SMILES (rising): some entries from above.
SMILES | PI4K2A block | mIDH1 inhibitor | USP1 inh | Vif-A3F inh | Vif-APOBEC3G blk | RXFP1 ag | LDHA block | GRP78 ERSR act | TrxR1 substrate
Cc1cc(OC(=O)N(C)C)nc(SCc2c(Cl)cccc2Cl)n1 | -3 | 15% | -21% | 8% | -2% | 3.8% | 1 | -4% | 6%
CCOC(=O)C1(CCOc2ccccc2)CCN(Cc2cccc(O)c2)CC1 | 2 | 17% | -21% | -11% | 2% | -0.2% | -1 | -5% | 6%
O=C(Nc1ccccc1)N(Cc1ccc2c(c1)OCO2)C1CCN(Cc2ccccc2)CC1 | 3 | 0% | -3% | 1% | 0% | 7.5% | 4 | -1% | 3%
